Screening results: PubChem, several laboratories
TcdB inh – TcdB glycohydrolase inhibitors, primary screen, biochemical, single point, plate reader. TcdB glycohydrolase enzymatic assay. Toxin B (Clostridioides difficile), P18177. inhibition, % at 9.99 µM. AID 652162, 2013. hit rate 0.24% among 350,000; in the data active = inhibition above about 10%
Target sequence (P18177 whole entry, looked up): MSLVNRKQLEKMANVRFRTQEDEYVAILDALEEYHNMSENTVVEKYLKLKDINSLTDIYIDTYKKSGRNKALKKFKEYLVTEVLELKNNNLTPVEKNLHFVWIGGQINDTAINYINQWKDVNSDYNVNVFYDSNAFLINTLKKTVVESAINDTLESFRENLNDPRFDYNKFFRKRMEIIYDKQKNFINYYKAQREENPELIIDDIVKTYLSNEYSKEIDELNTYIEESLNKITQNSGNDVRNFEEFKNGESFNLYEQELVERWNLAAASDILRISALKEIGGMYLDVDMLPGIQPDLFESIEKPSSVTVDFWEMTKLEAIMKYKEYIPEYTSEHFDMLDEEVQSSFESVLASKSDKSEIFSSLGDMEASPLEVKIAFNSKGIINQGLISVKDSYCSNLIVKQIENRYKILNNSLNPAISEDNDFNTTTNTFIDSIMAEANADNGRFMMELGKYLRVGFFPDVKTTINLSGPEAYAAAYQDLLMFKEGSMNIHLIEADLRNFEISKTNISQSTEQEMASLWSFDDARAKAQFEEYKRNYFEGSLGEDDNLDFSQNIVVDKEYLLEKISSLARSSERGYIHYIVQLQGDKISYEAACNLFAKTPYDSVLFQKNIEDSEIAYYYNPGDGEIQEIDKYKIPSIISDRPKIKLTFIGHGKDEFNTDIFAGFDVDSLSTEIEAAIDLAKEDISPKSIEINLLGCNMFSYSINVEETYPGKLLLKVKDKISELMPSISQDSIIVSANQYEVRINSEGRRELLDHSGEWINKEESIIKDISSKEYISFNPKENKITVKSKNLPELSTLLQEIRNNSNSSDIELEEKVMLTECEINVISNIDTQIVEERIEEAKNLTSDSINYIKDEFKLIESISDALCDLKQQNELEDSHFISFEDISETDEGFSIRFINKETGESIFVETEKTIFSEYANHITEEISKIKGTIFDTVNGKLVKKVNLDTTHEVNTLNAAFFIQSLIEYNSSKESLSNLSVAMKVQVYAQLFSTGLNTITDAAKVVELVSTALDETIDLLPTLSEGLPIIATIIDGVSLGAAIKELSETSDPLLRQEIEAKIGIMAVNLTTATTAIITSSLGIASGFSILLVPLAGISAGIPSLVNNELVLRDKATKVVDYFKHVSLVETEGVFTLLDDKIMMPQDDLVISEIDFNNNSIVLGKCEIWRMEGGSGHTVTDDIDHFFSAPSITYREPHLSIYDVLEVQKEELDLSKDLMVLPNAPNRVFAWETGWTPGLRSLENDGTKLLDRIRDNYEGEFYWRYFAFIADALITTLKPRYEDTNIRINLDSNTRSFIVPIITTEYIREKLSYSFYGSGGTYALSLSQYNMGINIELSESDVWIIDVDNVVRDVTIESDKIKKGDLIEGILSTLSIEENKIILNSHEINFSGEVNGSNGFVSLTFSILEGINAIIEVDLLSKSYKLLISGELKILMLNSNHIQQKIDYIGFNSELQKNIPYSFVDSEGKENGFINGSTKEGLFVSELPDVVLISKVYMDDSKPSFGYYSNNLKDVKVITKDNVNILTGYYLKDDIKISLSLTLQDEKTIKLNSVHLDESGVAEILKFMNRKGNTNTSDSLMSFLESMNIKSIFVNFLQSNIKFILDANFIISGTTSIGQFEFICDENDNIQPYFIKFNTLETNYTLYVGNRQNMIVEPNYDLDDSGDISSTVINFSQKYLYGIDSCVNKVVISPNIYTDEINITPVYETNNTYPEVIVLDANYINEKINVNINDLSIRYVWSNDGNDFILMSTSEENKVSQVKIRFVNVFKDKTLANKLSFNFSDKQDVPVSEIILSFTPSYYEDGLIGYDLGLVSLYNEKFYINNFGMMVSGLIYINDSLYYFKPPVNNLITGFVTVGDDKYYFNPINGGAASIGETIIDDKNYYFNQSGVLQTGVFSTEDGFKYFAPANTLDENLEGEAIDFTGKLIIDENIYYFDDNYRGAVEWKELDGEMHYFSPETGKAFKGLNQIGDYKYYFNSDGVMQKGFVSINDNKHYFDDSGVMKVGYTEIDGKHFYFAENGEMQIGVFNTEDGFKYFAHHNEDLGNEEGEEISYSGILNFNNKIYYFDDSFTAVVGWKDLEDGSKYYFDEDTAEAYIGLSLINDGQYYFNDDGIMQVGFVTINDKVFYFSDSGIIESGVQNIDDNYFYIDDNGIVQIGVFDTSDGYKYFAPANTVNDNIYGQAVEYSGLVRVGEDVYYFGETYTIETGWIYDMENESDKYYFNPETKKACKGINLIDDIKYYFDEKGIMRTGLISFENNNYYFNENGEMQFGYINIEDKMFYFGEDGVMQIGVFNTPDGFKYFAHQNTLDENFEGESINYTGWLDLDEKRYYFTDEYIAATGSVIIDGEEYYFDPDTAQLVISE
PfHsp40 rescue – rescue of yeast from PfHsp40 toxicity, primary screen, S. cerevisiae, ATP luminescence; S. cerevisiae expressing PfHsp40, growth rescue; growth rescue, % at 12.5 µM; hit rate 0.68% among 340,000; in the data active = growth rescue above about 28%, passing the limit was not always enough;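 also: yeast W303a lacking pdr1 and pdr3 grown in galactose medium; growth measured after three days at 30 °C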
FadD28 binding – inhibitors of FadD28 bisubstrate probe binding, primary screen, biochemical, fluorescence polarization, single point | inhibition, % at 12.5 µM | Mycobacterium tuberculosis FadD28 fatty-acid-AMP ligase | AID 588549, 2011 | hit rate 0.22% among 360,000; in the data active = inhibition above about 8.5%, passing the limit was not always enough
CCHF vOTU inh – CCHFV vOTU protease inhibitors, primary screen, biochemical, Pep-AMC substrate, fluorescence; AID 651958, 2012; Crimean-Congo hemorrhagic fever virus L polyprotein viral ovarian tumor (vOTU) protease …; hit rate 0.55% among 370,000; inhibition, % at 11.5 µM; in the data active = inhibition above about 30%; also: 0% = vehicle wells with enzyme and 100% = no enzyme wells
PrPC surface inh – inhibitors of human cell surface prion protein PrPC, primary screen, cell-based, TR-FRET; Major prion protein (Homo sapiens), P04156; TR-FRET read-out; inhibition, % at 13.8 µM; hit rate 0.43% among 370,000; AID 720596, 2013; in the data active = inhibition above about 24%; also: 0% = median of the test wells and 100% = reference compound wells
BoNT A protease – BoNT/A light chain protease inhibitors, primary screen, biochemical, flow cytometry, MLPCN library. Botulinum neurotoxin type A light chain protease (Clostridium botulinum A str. ATCC 3502). inhibition, % at 10 µM. multiplex microsphere protease substrate cleavage. hit rate 0.17% among 360,000; also: plate controls were buffer without enzyme for full effect and enzyme alone for no effect
Anthrax LF inh2 – Bacillus anthracis LF protease inhibitors, primary screen, biochemical, multiplex microsphere, MLPCN library; Lethal factor (Bacillus anthracis), P15917; multiplex microsphere protease cleavage assay; inhibition, % at 10 µM; hit rate 0.12% among 360,000; also: plate controls were buffer without enzyme for full effect and enzyme alone for no effect
Y pestis TopoI – Yersinia pestis topoisomerase I inhibitors, primary screen, biochemical, cleavage product accumulation, plate reader, single point. DNA topoisomerase I (Yersinia pestis CO92). Y. pestis Topo-I cleavage product accumulation. activity, % at 10 µM. hit rate 0.064% among 360,000. AID 504884, 2011; in the data active = activity above about 50%, passing the limit was not always enough; also: inactives centre near 2
BoNT-F LC inh – BoNT/F light chain protease inhibitors, primary screen, biochemical, flow cytometry, MLPCN library | Botulinum neurotoxin type F light chain protease (Clostridium botulinum) | Multiplex microsphere protease cleavage assay | inhibition, % at 10 µM | hit rate 0.22% among 360,000 | AID 588497, 2011; in the data active = inhibition above about 35%, passing the limit was not always enough; also: plate controls were buffer without enzyme for full effect and enzyme alone for no effect
* hit, by the source's call; . = no result given. Rule as the data show it, unless noted: active = inhibition above about 30%; inconclusive = no clear call, values can overlap the other calls; inactive = below that.

mol	TcdB inh	PfHsp40 rescue	FadD28 binding	CCHF vOTU inh	PrPC surface inh	BoNT A protease	Anthrax LF inh2	Y pestis TopoI	BoNT-F LC inh
Cc1cc(S(=O)(=O)N2CCCC2)ccc1OCC(=O)Nc1ccc(C(N)=O)cc1	0.7	-0.9	-4.8	-10	3	2.8	-1	4	6
Cc1ccc(Cl)cc1N1CCN(c2cccc[n+]2C)CC1	.	-0.9	-2.0	-15	-4	-0.1	-1	-6	-3
CCOc1ccc2nc(NCCCNS(=O)(=O)c3ccc(C)cc3)c(C#N)cc2c1	0.8	0.4	-1.7	.	.	20	8	0	1
O=C(Nc1ccccc1)C1=C[C@@H](C2CCCCC2)C[C@@H](OCCCCO)O1	-2.8	-1.0	-1.6	1	8	0.4	0	-8	-5
Cc1no[n+]([O-])c1COc1cccc(/C=N/Nc2nncn2N)c1	0.5	0.7	-3.0	109*	-4	-1.4	3	1	6
CC(NC(=O)CCc1nnc(Cc2cccc(C(F)(F)F)c2)o1)C1CC1 (stereo not drawn)	1.2	0.1	0.5	16	-5	0.1	-1	-9	0
CN(C(=O)COC(=O)c1ccc2ccccc2n1)C1CCS(=O)(=O)C1 (stereo not drawn)	1.9	-0.8	-2.3	-6	4	0.1	0	-3	-6
O=C(c1cn(-c2ccccc2)nc1-c1ccc(Br)cc1)N1CCOCC1	0.4	0.1	-0.7	0	2	0.1	1	-5	2
Cc1ccc(NC(=O)c2cnn(-c3ccccc3)c2NC(=O)c2ccco2)cc1C	.	3.4	-1.2	.	.	-0.5	-9	7	-6
O=C(O)C1CC=CCC1C(=O)NCc1ccc(Cl)c(Cl)c1 (stereo not drawn)	0.3	0.3	-0.1	4	5	1.4	-3	5	0
Cc1ncsc1CCOC(=O)c1ccc(N2CCOCC2)c([N+](=O)[O-])c1	2.0	1.2	-3.3	-6	0	-0.2	-2	-1	0
O=C(COC(=O)C1CCN(S(=O)(=O)c2c(Cl)cccc2Cl)CC1)NCc1ccco1	3.9	-1.8	0.7	-11	-2	1.6	-6	4	9
C=CCNCCCCOc1ccc(Br)cc1C	.	1.2	-3.0	-15	-5	1.9	-1	-5	-4
CC[C@@H]1CC2=C(C(=O)OC(C)(C)O2)[C@H](c2ccc(F)cc2)O1	-5.1	.	-3.5	-8	5	-0.1	0	.	-7
CC(C)(C)[C@H]1COC(=O)CC/C=C\C[C@@H](CC(=O)N(CCO)Cc2ccccc2)C(=O)N1	1.1	-0.2	-1.1	-4	9	-0.3	-7	-5	-8
CNC(=S)NNc1nc(N2CCOCC2)nc(N2CCOCC2)n1	0.0	0.4	-1.1	3	4	-0.3	0	12	-3
COc1ccc(/C=C/c2noc(-c3ccccc3O)n2)cc1	.	-0.3	-5.2	-18	-2	0.1	-3	-3	3
COc1cc(OC)nc(NC(=O)C(C)C)n1	0.4	0.5	-4.5	5	-8	0.3	1	-1	12
CCCCCC(=O)N1C[C@H](n2cc(COC(=O)c3ccccc3)nn2)[C@@H](O)C[C@@H]1c1ccc(C)cc1	1.1	.	-1.5	35*	6	-0.5	-6	34	-7
CCc1noc(C)c1C(=O)Nc1cc(S(=O)(=O)N(CC)CC)ccc1N1CCOCC1	0.7	-0.6	0.0	27	-7	-3.8	-2	5	-11
Cc1ccc(S(=O)(=O)NCC(C)NS(=O)(=O)c2ccccc2[N+](=O)[O-])cc1 (stereo not drawn)	2.3	0.8	-1.9	2	-3	1.4	-10	-13	-11
CCOC(=O)C1CCCN(C(=O)CCNC(=O)Cn2ccc3ccccc3c2=O)C1 (stereo not drawn)	1.5	-0.2	.	4	-3	-2.5	-3	6	4
CCN(CC(=O)Nc1ccc2c(c1)OCCO2)S(=O)(=O)c1ccc(F)cc1	1.5	-0.7	2.1	6	6	1.2	-1	10	-5
O=C(Cc1ncc(C(F)(F)F)cc1Cl)NCCc1ccccn1	1.8	0.3	-0.4	-3	6	0.4	-3	-1	1
COc1nc(-c2ccccc2)c2c(c1C#N)CC(C)(C)OC2	.	0.3	0.1	19	-2	-0.4	-1	8	2
C=CCN1CCN(C(=O)c2cc3c(s2)CCC(CC)C3)CC1 (stereo not drawn)	0.0	-0.8	0.0	7	6	2.1	-1	35	-8
Cc1ccc(-c2nn3c(C)nnc3c3ccccc23)cc1S(=O)(=O)NCCN1CCOCC1	.	-0.2	-1.4	-7	10	-5.8	-2	3	-6
CSc1nc2nc(C)c(C/C=C/c3ccccc3)c(=O)n2[nH]1	-0.4	-0.4	0.7	4	-2	-0.4	3	-2	-7
CN1C(=S)SC(N(O)C(=O)Nc2cccc3ccccc23)C1(C)C (stereo not drawn)	.	-1.6	-2.7	-13	2	-0.6	-3	-11	-6
O=C(CSc1nnc(NC(=O)C2CC2)s1)Nc1ccc2c(c1)OCCO2	0.1	-1.1	-4.7	3	2	-0.2	-3	0	-4
CC(C)CCC(C)NC(=O)C1CCN(S(=O)(=O)/C=C/c2ccccc2)CC1 (stereo not drawn)	0.9	-2.0	-0.1	-2	-4	1.9	3	5	8
O=C(NCc1ccccn1)[C@H]1C[C@@H]1[C@H](NP(=O)(c1ccccc1)c1ccccc1)c1ccccc1	0.4	-1.1	-2.3	-9	0	0.8	-1	25	-6
CCOc1ccc(NC(C)C(=O)N/N=C/c2cccs2)cc1 (stereo not drawn)	.	0.9	0.4	-5	-6	-1.7	0	1	-10
CC(C)n1nc(C(=O)NNC(=O)c2ccncc2)c2ccccc2c1=O	0.6	0.7	-3.2	0	0	.	.	1	.
COc1ccc2c(c1)-c1ccccc1S(=O)(=O)N2C	.	-0.4	-2.1	-2	5	-0.2	-4	0	-13
NC(=O)c1cc2cc([N+](=O)[O-])ccc2oc1=O	1.5	-0.8	-1.9	13	-8	-1.1	-1	3	-8
COc1ccc2c(c1)C(c1ccc(C)o1)=NNC(c1cccnc1)=N2	-2.9	0.1	-0.6	6	4	-0.8	1	-10	-5
COc1ccc(C)cc1S(=O)(=O)N1CCC(C)CC1	.	-0.5	-3.6	6	2	3.8	3	11	5
CSc1nc(-c2ccc(C)cc2)[nH]c1S(=O)(=O)c1ccccc1	.	3.0	-5.1	16	13	-0.4	-4	-14	2
Cc1ccc2c(CC(=O)Nc3ccc4nc(N5CCOCC5)sc4c3)coc2c1	-0.3	.	-1.8	8	15	0.4	-1	18	-6
O=C(Nc1ccc(F)c(Cl)c1)C1Cc2c(-c3ccccc3Oc3ccccc3)ccnc2O1 (stereo not drawn)	1.3	.	-1.0	3	4	0.4	-1	18	-6
CCS(=O)(=O)C1=NN2C(=N)/C(=C\c3ccc(OCCOc4cccc(OC)c4)c(OC)c3)C(=O)N=C2S1	0.0	0.6	-18	1	-3	-0.6	-8	4	-14
CC(=O)Nc1ccc(S(=O)(=O)N2CCC(C(=O)NCc3ccncc3)CC2)cc1	-0.2	-0.6	-2.4	-5	6	1.6	-2	-9	4
C#CCSc1nsc(SCC#C)c1C#N	.	0.6	-9.0	-4	10	1.8	2	-8	0
O=C(CCC(=O)N1CCN(S(=O)(=O)c2ccc3ccccc3c2)CC1)Nc1cc(Cl)cc(Cl)c1	0.8	-0.8	-0.1	15	5	.	.	7	.
CC[C@H]1OC(=O)[C@H](C)[C@@H](O[C@H]2C[C@@](C)(OC)[C@@H](O)[C@H](C)O2)[C@H](C)[C@@H](O[C@@H]2O[C@H](C)C[C@H](N(C)C)[C@H]2O)[C@](C)(OC)C[C@@H](C)C(=O)[C@H](C)[C@@H](O)[C@]1(C)O	0.8	0.5	-1.6	-1	-8	0.0	-8	-5	-1
CCc1cccc(NC(=O)CCNS(=O)(=O)c2cc(Br)cnc2N)c1	1.2	0.5	-4.3	16	0	2.6	-1	-9	-1
O=C(CCNc1ccc(Cl)c(C(F)(F)F)c1)c1ccco1	.	1.1	-0.9	11	9	0.9	-2	-10	-12
Cc1onc(-c2ccccc2Cl)c1C(=O)Nc1nnc(-c2ccc(F)cc2)s1	-0.4	-0.8	1.0	3	3	-1.1	3	10	-6
Cc1cccc(OCC(=O)N/N=C\c2cc3c(cc2[N+](=O)[O-])OCO3)c1C	.	7.8	-1.4	9	-9	1.1	-4	-1	9
O=S(=O)(Nc1cccc(CCc2ccccn2)c1)c1ccc2ccccc2c1	.	2.7	-4.0	11	-2	0.7	-4	22	-7
COC(=O)c1ccc(C(NC(=O)OCc2ccccc2)/C(C)=C/[C@@H](C)C(=O)NCc2ccc(OC)c(OC)c2)cc1 (stereo partly drawn)	.	6.1	-4.3	.	.	0.6	-2	33	0
Cc1cc(C(=O)COc2ccccc2C(N)=O)c(C)n1CC1CCCO1 (stereo not drawn)	-0.1	1.3	-0.5	7	16	-0.2	-2	2	-5
CCCCNC1C(CC)C(CCC)C(C#N)(C#N)C1(C#N)C#N (stereo not drawn)	.	-0.4	-1.7	.	.	1.3	5	-4	-12
COC(=O)[C@]1(C)N[C@H](CN(C)C(=O)Nc2ccc(C(F)(F)F)cc2)[C@@H]2C(=O)N(C)C(=O)[C@@H]21	0.1	0.6	-3.2	7	-1	-0.5	-8	-1	-2
COc1ccc(N2CCN(C(CNC(=O)OCc3ccccc3)c3ccco3)CC2)cc1 (stereo not drawn)	-7.2	-0.8	-2.1	1	6	-1.6	-6	17	-10
CCn1c(C(=O)N2CCc3ccccc3C2)cc2oc3ccccc3c21	.	0.1	0.3	5	-3	0.1	-6	3	-5
Cc1ccc(Oc2ncccc2N)c2c1CCC2	0.7	0.2	-3.7	-10	1	0.0	0	4	-2
CCOC(=O)c1c(NC(=O)COC(=O)CNC(=O)c2ccco2)sc(C)c1C	.	4.3	-1.0	-5	1	-0.2	0	16	0
Cc1ccc(C(=O)OCC(=O)NC(=O)c2ccc(C(C)(C)C)cc2)c(O)c1	0.2	-1.8	-3.7	0	-5	.	.	-12	.

Given with values under each structure: three of the compounds above.
Each structure is followed by: TcdB inh	PfHsp40 rescue	FadD28 binding	CCHF vOTU inh	PrPC surface inh	BoNT A protease	Anthrax LF inh2	Y pestis TopoI	BoNT-F LC inh
- CN(C(=O)COC(=O)c1ccc2ccccc2n1)C1CCS(=O)(=O)C1 (stereo not drawn)
  1.9	-0.8	-2.3	-6	4	0.1	0	-3	-6
- O=C(c1cn(-c2ccccc2)nc1-c1ccc(Br)cc1)N1CCOCC1
  0.4	0.1	-0.7	0	2	0.1	1	-5	2
- NC(=O)c1cc2cc([N+](=O)[O-])ccc2oc1=O
  1.5	-0.8	-1.9	13	-8	-1.1	-1	3	-8

(further entries)
mol	TcdB inh	PfHsp40 rescue	FadD28 binding	CCHF vOTU inh	PrPC surface inh	BoNT A protease	Anthrax LF inh2	Y pestis TopoI	BoNT-F LC inh
CC(C)(C)N(Cc1ccccc1)C(=O)CN1C(=O)NC2(CCCCCC2)C1=O	1.9	-2.1	-2.4	2	-3	-0.3	0	-20	0
O=C(OCCOc1ccccc1)c1n[nH]c2ccccc12	0.5	0.0	-5.3	-3	-3	-0.7	10	7	-13
NC(=O)c1cc(S(=O)(=O)N2CCc3ccccc3C2)cs1	-0.9	-0.9	0.2	-5	8	0.4	1	5	15
COc1cc2c(cc1OC)-c1cc(N3CCCCCC3)nc(=O)n1CC2	.	1.6	-2.0	-9	4	0.1	-4	19	-1
COc1ccc(CNC(=O)Nc2nc(C(N)c3ccccc3)cs2)cc1 (stereo not drawn)	-0.8	.	-3.4	-1	-3	0.6	-12	2	-8
Cc1c(NC(=O)COC(=O)c2ccc(Cl)nc2)c(=O)n(-c2ccccc2)n1C	1.6	0.1	0.3	9	2	-0.1	-9	2	-4
